Screens deposited in PubChem BioAssay by several laboratories.
PMI inhibitors – MPI enzyme activity inhibition – biochemical, fluorescence intensity, coupled assay, primary screen (AID 1209); purified PMI enzyme, coupled fluorescence intensity; higher % means a stronger effect; inhibition, % at 20 µM; hits with a dose series show IC50 in µM; 190,000 tested, 0.42% active;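 also: plate controls were DMSO vehicle for no effect and wells lacking substrate for full effect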
Dynein transport – blocks dynein driven cargo transport along microtubules | 3617.4 mouse cells, GR-EGFP nuclear translocation imaging; test concentration mostly 20 µM; stimulated with dexamethasone, 1 µM; stronger effect = lower value | 220,000 tested, 0.47% active | z-score, hits read low;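 active = plate z-score of nuclear minus cytoplasmic receptor signal below a set negative limit, without overly bright fluorescence or cell loss, cut at about -3.5 in these data, passing the limit was not always enough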;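 also: z-score of nuclear minus cytoplasmic ring GR-EGFP intensity difference per well; some compounds called inactive have numbers as strong as hits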
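medium = tetracycline-free induction medium containing charcoal-stripped FBS | probe or stimulus = dexamethasone, 1.0 µM final | timing = 48 h induction, then 1 h compound, then 30 min agonist, 37 °C | detection = automated 10x imaging of fixed Hoechst-stained cells | read-out basis = nuclear versus cytoplasmic GR-EGFP signal, averaged per well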
WT yeast gro inh – growth inhibition of WT yeast, mitochondrial fusion screen. mitochondrial fusion phenotypic screen, WT strain. inhibition, % at 10 µM. 190,000 tested, 2.1% active; in the data active = inhibition above about 58%; tested in S. cerevisiae
Autophagy HCS – alters autophagy in cells; 190,000 tested, 0.98% active; MEF GFP-LC3 puncta imaging; test concentration mostly 10 µM; calls only at 10 µM (by protocol); AID 463193;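 active = percentage of spot-positive cells more than 3 SD above its plate mean, without a fluorescence outlier flag or 80% toxicity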;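 also: spot-positive cell cutoff set from DMSO-treated cells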
Insulin prom up – MIN6 insulin promoter up-regulation; AID 1625; 190,000 tested, 0.3% active; MIN6 insulin promoter-GFP reporter, high-content imaging; stronger effect = higher value; z-score at 5 µM;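 active = z-score above 3 at 5 µM with at least 500 cells counted in the well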
b-catenin transl – modulators of beta-catenin nuclear translocation. HeLa beta-catenin nuclear translocation, immunofluorescence imaging. nuclear translocation activity, % at 5 µM. 190,000 tested, 0.3% active;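 active = nuclear translocation activity above 50% at 5 µM, with a well cell count of 50 or more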;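 also: per-cell ratio of nuclear to cytoplasmic median beta-catenin stain intensity; plate controls were DMSO negative control for no effect and GSK-3 inhibitor IX positive control for full effect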
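Test system: human HeLa cells, native beta-catenin. Compound dosing: 5 µM primary single dose, 0.1% DMSO, 0.02–20 µM confirmation series. Incubation: compound exposure 24 h at 37°C. Detection: beta-catenin immunostaining with DAPI counterstain, 20x imaging, 6 fields/well. Read-out basis: Nuclear/cytoplasmic beta-catenin signal ratio, % activation.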
PMI inhibition – human PMI inhibitors, high substrate, primary screen, biochemical, fluorescence intensity, high mannose 6-phosphate (AID 1220); recombinant PMI enzyme, coupled fluorescence intensity; higher % means a stronger effect; inhibition, % at 20 µM; hits with a dose series show IC50 in µM; 190,000 tested, 0.66% active
Yfh1-off respiration – enhancers of respiration in Yfh1-depleted yeast, dose response, Friedreich's ataxia, plus single-dose screen (AID 1465); S. cerevisiae Yfh1-off respiration, WST-1 reduction, 72 h; higher fold induction means a stronger effect; fold induction at 50 µM; hits with a dose series show EC50 in µM; 220,000 tested, 0.074% active;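 active = fold induction of absorbance versus untreated yeast above a set limit, then at least 30% activation at any dose in follow-up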;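 also: activators that raise dye reduction in frataxin-depleted yeast; strong numbers were not always called active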
MT stabilize HCS – microtubule stabilization, imaging screen; HeLa tubulin immunostaining HCS, 24 h; share of cells brighter than vehicle mean+2SD; AID 2205; % tubulin-high responders, % at 10 µM; 200,000 tested, 0.83% active;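 active = plate Z-score above 3 for both tubulin-high and condensed-nucleus cell shares, with cell loss under 80%, at 10 µM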;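 also: anti alpha tubulin signal scored within the nucleus-defined area of each cell; some results filed as inactive read as strong as hits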
WT yeast gro inh mutant strain – further read-out of WT yeast gro inh, marked with its call; inhibition, %; mitochondrial fusion phenotypic screen, mutant strain inhibition
Dynein transport cytoplasmic EGFP – further read-out of Dynein transport, marked with its call; z-score; measured here: cytoplasmic GR-EGFP intensity; stronger effect = higher value
Dynein transport nuclear GR-EGFP – also measured in Dynein transport; calls as there; z-score; measured here: nuclear GR-EGFP intensity;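 lower value marks the stronger effect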
Dynein transport cell count – recorded beside Dynein transport, whose call it bears; z-score; measured here: cell count per field
Insulin prom up cell count – recorded beside Insulin prom up, whose call it bears; cell count; measured here: cytotoxicity, nuclei count;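 total cells summed across four imaged fields per well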
b-catenin transl cell count 5 µM – second read-out of b-catenin transl, no call of its own (marks repeat the call); cell count; measured here: cell count, cytotoxicity flag
MT stabilize HCS Hoechst-high % – recorded beside MT stabilize HCS, whose call it bears; % Hoechst-high responders; measured here: nuclear condensation Hoechst responders;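 share of cells brighter than vehicle mean plus two SD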
MT stabilize HCS cytotoxicity % – also measured in MT stabilize HCS; calls as there; toxicity, %; measured here: cytotoxicity by cell density;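 0% = mean cell density of plate MIN control wells and 100% = no cells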
Autophagy HCS cell loss 18 h – also measured in Autophagy HCS; calls as there; toxicity, %; measured here: cell loss, nuclei count;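 cell loss after 18 h compound exposure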
* marks the source's active call; other numbers are inactive results; i = inactive; x = not tested or not shown; + = active, no number. Rule as the data show it, unless noted: active = inhibition above about 50%; inactive = the rest.

SMILES	PMI inhibitors	Dynein transport	Dynein transport cytoplasmic EGFP	Dynein transport nuclear GR-EGFP	Dynein transport cell count	WT yeast gro inh	WT yeast gro inh mutant strain	Autophagy HCS	Autophagy HCS cell loss 18 h	Insulin prom up	Insulin prom up cell count	b-catenin transl	b-catenin transl cell count 5 µM	PMI inhibition	Yfh1-off respiration	MT stabilize HCS	MT stabilize HCS Hoechst-high %	MT stabilize HCS cytotoxicity %
OC(CCN1CCC2(CC1)OCCO2)C(F)(F)F (stereo unspecified)	-10%	-0.087	-0.074	0.33	0.16	-26	16	i	6	-0.32	1281	-0.8	1075	-12%	i	2.0	2.3	3.1
COc1ccc(/C(N)=N/OC(=O)C2CCC(=O)N2S(=O)(=O)c2ccc(C)cc2)cc1 (stereo unspecified)	1%	0.56	-0.29	-0.013	0.32	15	25	i	16	0.96	1509	-1.5	946	-3%	i	4.4	2.5	1.4
CCOC(=O)CSc1nc2ccccc2c(=O)n1CC1CCCO1 (stereo unspecified)	3%	-0.37	-0.16	0.19	0.025	-6	1	i	10	-0.44	1330	-4.0	922	6%	i	4.3	2.9	9.9
CCCCNC(=O)CSc1nnc(-c2c[nH]c3ccccc23)n1CC1CCCO1 (stereo unspecified)	0%	-0.26	-0.24	0.27	0.45	-3	-26	i	2	x	x	1.0	1039	-11%	i	3.9	2.1	7.6
N#CCSc1nnc(-c2ccc(F)cc2)n1N	10%	-1.1	-0.33	-0.83	1.2	-9	3	i	11	1.3	1281	0.4	1142	11%	i	3.1	2.1	7.4
COc1ccc(C(=O)Nc2sc(C)c(C)c2CN2CC(C)OC(C)C2)cc1 (stereo unspecified)	5%	-3.7	1.9	-0.97	-7	5	0	i	14	-0.43	1448	-2.0	1091	-8%	i	3.5	2.4	5.6
O=C(c1ccccc1)n1ccc(-c2cccs2)n1	x	0.65	-0.27	0.2	0.38	x	x	x	x	1.4	1094	-3.0	1311	x	i	x	x	x
O=C(NC1CC1)c1cc2c(s1)-c1ccccc1OC2	2%	0.06	-0.14	0.19	0.18	10	22	i	1	0.97	1053	x	x	1%	i	4.1	1.7	6.1
Cc1ccc(S(=O)(=O)Cc2ccc(C(=O)N3CCN(c4ccc(F)cc4)CC3)o2)cc1	-2%	-0.42	0.2	-0.14	-0.08	26	4	i	-2	0.14	964	x	x	1%	i	24*	12*	57*
COC(=O)C1=C(C)N(C)C(=O)NC1c1ccsc1 (stereo unspecified)	9%	-0.17	-0.021	0.14	0.41	-2	-4	i	20	0.65	1585	1.4	903	6%	i	1.6	1.0	5.0
COc1ccccc1N1CCN(C(=O)CCSCc2ccccc2F)CC1	-1%	0.065	-0.31	0.013	0.42	50	7	i	-28	0.24	1234	-1.2	1130	2%	i	2.4	2.7	0.5
COc1ccc(CCC(=O)Nc2ccc(C)c([N+](=O)[O-])c2)cc1	9%	-0.38	-0.26	-0.2	1.6	-14	-15	i	33	0.83	1292	-2.2	552	6%	i	2.4	1.8	4.0
CC(CNC(=S)Nc1cc(F)cc(F)c1)CSc1ccc(Cl)cc1 (stereo unspecified)	-6%	-0.9	-0.36	-0.1	0.95	50	76	i	0	-0.81	1537	-2.5	1012	-11%	i	1.5	1.2	8.2
COc1ccccc1NC(=S)N1CCN(c2ncccn2)CC1	-9%	0.26	-0.16	0.32	-0.54	-4	18	i	28	0.18	1518	-1.8	1092	-9%	i	5.8	1.4	9.8
C=C(C)CN(CC)c1nc(N)c(C#N)c(CC#N)c1C#N	10%	-0.87	-0.21	-0.13	0.88	-10	-9	i	11	-0.41	1230	0.7	851	9%	i	4.1	3.1	2.6
Cc1nc(SCC(=O)NCc2ccco2)[nH]c(=O)c1C	-4%	0.36	-0.2	0.37	0.69	-16	-10	i	-1	-0.56	1471	-1.0	1433	-3%	i	4.0	2.9	8.1
Cc1c(C(=O)OC2CCCCC2)[nH]c2c1C(=O)CC(C)(C)C2	6%	-0.32	-0.13	-0.21	0.45	-5	59	i	-3	-0.42	1227	5.6	1120	0%	i	2.6	1.1	5.4
NS(=O)(=O)c1cccc(NC(=O)COC(=O)Cc2ccc(Cl)cc2)c1	-17%	0.27	-0.14	-0.21	0.92	-12	-21	i	3	0.58	1207	-0.9	1041	-7%	i	2.8	3.7	15
CC1(C)Cc2c(c(-c3ccccc3)nc(N3CCCC3)c2C(N)=O)CO1	12%	-0.65	-0.14	-0.064	0.45	-4	40	i	-54	1.2	1353	x	x	10%	i	3.5	2.1	13
Cc1ccc(Cl)cc1N1CCN(S(=O)(=O)c2ccc3c(c2)oc(=O)n3C)CC1	4%	1.8	-0.35	0.6	-0.6	24	-12	i	16	-0.59	1259	-1.0	950	3%	i	2.7	1.5	6.1
Cc1ccc(-c2cc(C)nc3nc(N)nn23)cc1	6%	1.8	0.0087	1.1	-0.99	-3	0	i	9	0.53	849	-1.0	1127	5%	i	2.6	1.4	11
O=[N+]([O-])c1cccc(/C=N/Nc2ccccn2)c1	1%	1.9	-0.22	0.51	0.1	-4	-13	i	-9	-0.43	1584	-1.8	1063	0%	i	3.9	1.3	1.6
O=C(Nc1ccc2c(c1)OCO2)C1(S(=O)(=O)c2ccc(Cl)cc2)CC1	12%	0.72	-0.34	0.75	0.031	-14	-5	i	43	0.82	1241	-1.2	929	19%	i	6.8	1.5	13
CCOc1ccccc1N1CCN(C(=O)c2cc(C)oc2C)CC1	20%	-0.77	-0.057	-0.2	0.84	10	-2	i	-12	0.26	1237	4.0	1059	14%	i	2.8	2.4	1.2
Cc1ccc(-c2csc3ncnc(Sc4nnc(CN5CCCCCC5=O)o4)c23)cc1	6%	-3.8*	1*	-2.1*	0.51*	2	8	+	42*	0.74	1532	0.3	886	5%	i	19*	14*	35*
SMILES	PMI inhibitors	Dynein transport	Dynein transport cytoplasmic EGFP	Dynein transport nuclear GR-EGFP	Dynein transport cell count	WT yeast gro inh	WT yeast gro inh mutant strain	Autophagy HCS	Autophagy HCS cell loss 18 h	Insulin prom up	Insulin prom up cell count	b-catenin transl	b-catenin transl cell count 5 µM	PMI inhibition	Yfh1-off respiration	MT stabilize HCS	MT stabilize HCS Hoechst-high %	MT stabilize HCS cytotoxicity %
CCCCn1nnc(NC(=O)COc2ccc(Cl)c(C)c2)n1	-9%	0.39	-0.26	0.3	1.7	12	-3	i	7	x	x	x	x	-5%	i	2.1	1.9	6.8
Cc1ccc(S(=O)(=O)N2CCC(C(=O)Nc3nnc(-c4ccc(F)cc4)s3)CC2)cc1	0%	-0.061	-0.21	0.064	0.19	13	18	i	0	0.65	1463	-1.1	1150	-12%	i	1.9	1.7	12
O=C(Cc1ccccc1)NN1C(=O)C2C3C=CC(C4CC34)C2C1=O (stereo unspecified)	-9%	0.22	-0.18	0.072	-1	-8	-13	i	-11	-1.1	1435	x	x	-10%	i	2.7	3.4	12
CN=C1SC(CC(=O)Nc2cccc(C(F)(F)F)c2)C(=O)N1C (stereo unspecified)	4%	-0.92	-0.25	-0.46	1.2	-6	-4	i	-10	-0.28	1291	-1.4	1149	-3%	i	2.5	2.3	8.6
OC(COCc1cccs1)CN1CCCCCC1 (stereo unspecified)	11%	-0.26	-0.15	-0.12	-0.26	11	-7	i	-5	x	x	-1.3	1178	14%	i	1.8	1.9	6.0
Cc1nc(N2CCOCC2)nc(N2CCCCC2C)c1[N+](=O)[O-] (stereo unspecified)	x	-0.28	-0.26	0.27	0.73	x	x	x	x	0.54	1074	-1.6	1308	x	i	x	x	x
O=C1NC2(CCCCCC2)N=C1c1ccc(Br)cc1	-14%	1.9	-0.26	0.28	-2.7	3	6	i	-10	-0.18	1321	1.1	1071	-16%	i	4.4	2.8	5.5
CCN(CC)CCNC(=O)c1c(C)oc2cc(Br)c(OC)cc12	9%	-0.73	-0.26	-0.96	-0.49	-10	-16	i	-15	-0.45	959	-0.9	866	8%	i	6.0	4.2	8.1
O=C(Nc1cc(Cl)ccn1)C1CCN(S(=O)(=O)c2cccs2)CC1	13%	0.013	0.03	0.2	0.41	3	-7	i	-5	-0.86	901	1.0	1142	9%	x	2.5	1.3	5.5
O=C(c1ccccc1-c1ccccc1)N1CCN(c2ccccn2)CC1	11%	0.44	-0.26	0.13	0.79	2	-3	i	47	x	x	66*	312*	7%	x	43*	52*	37*
CCOC(=O)C1CCN(C(=O)Cn2cc(C(=O)OC)c3ccccc32)CC1	-4%	-0.4	0.036	-0.25	0.16	-2	-13	i	-10	x	x	0.3	1513	-7%	i	1.5	2.3	7.1
Cc1ccccc1OC(=O)n1c(=S)oc2cc(Cl)ccc21	14%	-0.89	-0.089	-0.14	0.39	20	20	i	-10	0.59	784	-1.6	1170	-19%	i	1.4	1.6	3.8
COc1ccc(C(=O)NC(=S)Nc2nc(C)cc(C)n2)cc1Br	x	-1.1	-0.081	0.11	-0.1	x	x	x	x	0.25	1013	-0.2	1428	x	i	x	x	x
COc1ccc(NC(=S)Nc2ccccc2F)c(OC)c1	14%	-0.31	-0.23	-0.68	0.73	21	8	i	5	x	x	x	x	10%	i	1.2	1.4	7.3
OC(COCc1ccccc1)CN1CCN(c2ccccc2)CC1 (stereo unspecified)	9%	3.2	-0.12	1.8	-1.9	-9	-3	i	-9	0.4	1361	-1.7	839	-5%	i	2.3	1.0	5.9
